Assay outcomes as filed in PubChem BioAssay.
HSF1 inhib: HSF1 inhibition | AID 2098 | 0.77% of 300,000 active | NIH3T3-HGL HSE-luciferase, MG132-induced, luminescence 8 h; active compounds read low | activity change, negative = inhibition, % at 7.5 µM (by protocol);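 active = more than half of replicate wells show activity change below -50%, luminescence cut by over half; inconclusive = some wells, but at most half, below -50%; inactive = no replicate well below -50%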;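 note: luciferase reports HSF-1 transcriptional activity via heat shock element; 0% = median of DMSO wells and -100% = zero luminescence signal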
HSF-1 act: increases HSF-1 driven luciferase reporter signal. NIH3T3-HGL HSF-1 luciferase reporter, MG132, 8 h; 100% = twice DMSO control signal. activation, % at 9 µM. 1.7% of 300,000 active;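 active = mean replicate activation of at least 50% with a set share of replicates each reaching 50%; inconclusive = only one of those two conditions met; inactive = mean below 50% and too few replicates reaching it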;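 note: 0% = median of the neutral control wells and 100% = twice that signal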
HSP90 refold inh: inhibitors of HSP90 luciferase refolding in rabbit reticulocyte lysate | inhibition, % at 5.6 µM | 0.91% of 290,000 active | luciferase refolding luminescence, 3 h | AID 1789;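 active = inhibition above the screen-wide mean plus 3 SD, computed separately per campaign, cut at about 16% in these data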;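 note: 0% = DMSO wells and 100% = 60 µM geldanamycin wells; inhibitors lower the luminescence because luciferase stays unfolded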
PolyA inhibitor: blocks polyadenylation in yeast reporter cells; 0.02% of 300,000 active; AID 1875; S. cerevisiae SKY197-pL101 polyadenylation reporter, beta-gal luminescence; efflux-impaired pdr1/pdr3 knockout yeast; score 100 = 6 SD above DMSO; calls only at 12 µM;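 active = lowest replicate activity score at least 50, where 100 means six control SD above control mean; inconclusive = lowest score under 50 but half or more replicates reach 50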;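 note: yeast exposed to compound for 9 h at 30 °C; higher score means more reporter readthrough which indicates perturbed polyadenylation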
IEC-6 tox: counter-screen for KLF5 inhibitors: cytotoxicity in IEC-6 cells. 0.78% of 290,000 active. IEC-6 cytotoxicity, luminescence viability. AID 1825. inhibition, % at 5 µM; in the data active = inhibition above about 22%;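 note: 0% = plate median of test compound wells and 100% = cytotoxic reference compound wells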
KLF5 inh: kruppel-like factor 5 inhibition. AID 1700. inhibition, % at 5 µM. 0.23% of 290,000 active. DLD-1 KLF5 promoter-luciferase reporter, luminescence;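 active = inhibition above a per-plate limit of that plate's mean compound inhibition plus 3 SD, cut at about 60% in these data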;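 note: 0% = DMSO wells and 100% = LY294002 at 200 µM; higher means less KLF5 promoter-driven luciferase light; inactives centre near -14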
aSyn 5UTR inh: MLPCN primary screen, SNCA 5' untranslated region; alpha-synuclein 5'UTR reporter, inhibitor activity; inhibition, % (tested at 7.5 µM); 0.82% of 300,000 active; AID 1813; in the data active = inhibition above about 60%; inconclusive = no clear call, values can overlap the other calls;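 note: H4 neuroglioblastoma cells stably carrying SNCA 5'UTR luciferase fusion; 0% = DMSO wells and 100% = positive control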
GSK3beta inhib: human GSK3beta kinase inhibition | 0.038% of 300,000 active | P49841 | GST-GSK3beta kinase, ADP-Glo luminescence, 60 min; active compounds read low | activity score (negative = inhibition), % at 10 µM;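 active = more than half of replicate wells score below -50%, meaning over 50% inhibition versus plate controls; inconclusive = some replicates but at most half score below -50%; inactive = no replicate scores below -50%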;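 note: 0% = median DMSO wells and -100% = median GW8510 positive control wells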
Target sequence (P49841 whole entry, looked up): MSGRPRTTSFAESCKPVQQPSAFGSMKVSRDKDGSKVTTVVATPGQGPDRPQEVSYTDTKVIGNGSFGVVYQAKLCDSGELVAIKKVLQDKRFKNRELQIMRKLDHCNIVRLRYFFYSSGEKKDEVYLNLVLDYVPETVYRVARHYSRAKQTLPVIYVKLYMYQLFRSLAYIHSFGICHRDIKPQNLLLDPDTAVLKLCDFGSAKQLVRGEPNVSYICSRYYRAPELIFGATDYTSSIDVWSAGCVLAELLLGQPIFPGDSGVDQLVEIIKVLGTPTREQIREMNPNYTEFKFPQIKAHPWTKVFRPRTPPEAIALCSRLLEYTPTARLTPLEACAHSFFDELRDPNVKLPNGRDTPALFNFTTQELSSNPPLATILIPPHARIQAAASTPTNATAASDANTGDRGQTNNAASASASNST
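Test system: GST-fused GSK3beta enzyme, cell-free | Quantity: 1.6 ng GST-GSK3beta enzyme per well | Reagent: 25 µM ATP with peptide substrate | Schedule: 60 min enzyme reaction, room temperature | Signal: Luminescent ADP-Glo measurement of ADP formed | Read-out basis: Score relative to plate controls | Control set: DMSO and 20 µM GW8510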
GSK3 alpha inh: human GSK-3 alpha kinase inhibition | inhibition, % at 10 µM | P49840 | 0.1% of 320,000 active | ADP-Glo luminescence, 60 min | AID 2650;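 in the data active = inhibition above about 50%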;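 note: GST-tagged GSK-3 alpha with peptide substrate and 25 µM ATP; 0% = DMSO neutral wells and 100% = GW8510 positive control wells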
Target sequence (P49840 whole entry, looked up): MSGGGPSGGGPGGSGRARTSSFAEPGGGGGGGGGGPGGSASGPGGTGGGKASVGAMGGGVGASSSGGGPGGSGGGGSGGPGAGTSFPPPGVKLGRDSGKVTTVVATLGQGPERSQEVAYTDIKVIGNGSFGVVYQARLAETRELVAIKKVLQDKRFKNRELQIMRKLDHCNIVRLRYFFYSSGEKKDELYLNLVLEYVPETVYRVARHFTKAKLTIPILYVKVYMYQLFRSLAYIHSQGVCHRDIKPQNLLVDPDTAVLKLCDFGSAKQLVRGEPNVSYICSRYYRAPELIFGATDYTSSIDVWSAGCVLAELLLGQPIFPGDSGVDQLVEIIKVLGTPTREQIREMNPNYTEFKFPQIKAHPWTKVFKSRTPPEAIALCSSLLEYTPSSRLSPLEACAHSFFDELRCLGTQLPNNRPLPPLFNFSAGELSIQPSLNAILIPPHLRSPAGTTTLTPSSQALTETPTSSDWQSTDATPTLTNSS
AI-2 QS modul: modulates the Vibrio harveyi AI-2 quorum sensing system. 0.4% of 300,000 active. AID 2094. activity change, % at 7.5 µM. Vibrio harveyi JMH597 AI-2 luminescence/OD600 ratio, 9 h; active compounds read low; strain lacks LuxN and CqsS sensors; 0 = neutral-control median; in the data active = activity change below about -75%, passing the limit was not always enough; inconclusive = no clear call, values can overlap the other calls;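 note: luminescence divided by OD600 gain over 9 h not by final OD600 alone; inactives centre near 13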
* marks the source's active call; other numbers are inactive results; i = inactive; ? = inconclusive; . = not tested or not shown. A portion of the library; count on the stated rates, not on these rows.

SMILES	HSF1 inhib	HSF-1 act	HSP90 refold inh	PolyA inhibitor	IEC-6 tox	KLF5 inh	aSyn 5UTR inh	GSK3beta inhib	GSK3 alpha inh	AI-2 QS modul
COc1ccc(N(C)C(=O)CC2(CC(=O)O)CCCCC2)cc1	-8	-3	1	i	0	-2	-18	1	-3	28
CCC(=O)N1CCc2cc(S(=O)(=O)N3CCN(c4ccccc4)CC3)ccc21	4	5	4	i	6	-17	-9	.	-2	16
CC1CN(c2ccc([N+](=O)[O-])cn2)CC(C)O1 (stereo unspecified)	-3	-3	2	i	0	-27	-8	8	-2	4
COc1cc(NC(=O)CSc2nc(C)c(C)c(C)n2)cc(OC)c1	7	9	-1	i	4	-30	18	0	-2	-16
Cc1ccc(NC(=O)C2CCC(CNc3c(N4CCC(C)CC4)c(=O)c3=O)CC2)cc1F (stereo unspecified)	3	10	-5	i	-3	-2	?	4	-1	14
COc1ccc(S(=O)(=O)NCc2ccco2)cc1C(=O)N1CCOCC1	-4	0	0	i	-2	-1	-28	0	2	7
CCOc1ccc(Cc2nc(-c3nonc3N)no2)cc1OCC	4	36	2	i	4	-17	14	-1	0	28
COc1cccc(CNC(=O)C2CCCN(S(C)(=O)=O)C2)c1 (stereo unspecified)	1	13	-2	i	0	-8	10	1	4	22
COCCn1nnnc1CN(CCCN1CCOCC1)Cc1cc2c(C)ccc(C)c2[nH]c1=O	-5	5	0	i	2	0	13	-8	.	?
O=C(CSc1nc(-c2ccccc2)nc2ccccc12)Nc1nccs1	.	.	22*	i	-6	21	30	1	-3	12
Cc1c(Cl)cccc1NC(=O)CNc1cccc(C(F)(F)F)c1	-19	-11	4	i	2	-31	6	2	0	19
CN(C)S(=O)(=O)c1ccc2nc(NC(=O)c3cccnc3)sc2c1	27	20	5	i	0	-118	-68	0	-3	12
CN(C#N)c1nc(Cl)nc(Nc2cccc(Cl)c2)n1	-9	-6	2	i	14	20	-66	-5	13	23
COC(=O)CN1C(=O)[C@H]2[C@@H](/C=C/c3ccccc3)N3C(=O)CN(Cc4ccccc4)C(=O)[C@@]3(Cc3ccccc3)[C@H]2C1=O	1	5	-2	i	-2	-7	-15	-4	0	6
CCOc1ccccc1NC(=S)NNS(=O)(=O)c1c(C)cc(C)cc1C	-4	1	3	i	11	-22	12	3	-4	20
Brc1ccc(-n2cccc2/C=N/n2cnnc2)cc1	-4	5	-1	i	1	-2	12	-7	-3	-8
O=C(Nc1cccn2ncnc12)c1ccc(Cl)cc1	-4	2	0	i	-1	-12	-57	0	-2	7
CN(C(=O)c1ccc(Cl)c([N+](=O)[O-])c1)C1(C)CCS(=O)(=O)C1 (stereo unspecified)	-7	3	.	i	.	.	-10	2	1	12
Cc1cc(C)n(CCCO)c(=O)c1C#N	-8	-3	2	i	-5	9	28	2	-2	16
CCOC(=O)Cc1cc(=O)n2[nH]cc(-c3cccc(Br)c3)c2n1	5	33	1	i	-8	-2	4	0	-7	19
Cc1ccc(OCCn2cnc3cc([N+](=O)[O-])ccc3c2=O)cc1	3	20	2	i	12	2	2	1	0	7
Nn1c(=O)[nH]c2c([nH]c3ccccc32)c1=O	-8	-10	-5	i	4	-66	-15	-1	1	4
O=C(Cn1c(=O)n(CC(=O)NCc2ccccc2)c2ccccc21)NCc1ccccc1	4	-2	-1	i	1	-10	-3	3	-2	16
CCN(CC)S(=O)(=O)c1ccc(N2CCCC2)c(C(=O)OCC(=O)Nc2cc(C)on2)c1	2	19	1	i	3	-10	12	-3	5	8
COc1ccc(-n2nc([N+](=O)[O-])c(=NCCc3ccc(OC)c(OC)c3)n2O)cc1	0	25	0	i	4	-11	10	1	-1	60

Next section; it opens with the two that closed the last part.
SMILES	HSF1 inhib	HSF-1 act	HSP90 refold inh	PolyA inhibitor	IEC-6 tox	KLF5 inh	aSyn 5UTR inh	GSK3beta inhib	GSK3 alpha inh	AI-2 QS modul
CCN(CC)S(=O)(=O)c1ccc(N2CCCC2)c(C(=O)OCC(=O)Nc2cc(C)on2)c1	2	19	1	i	3	-10	12	-3	5	8
COc1ccc(-n2nc([N+](=O)[O-])c(=NCCc3ccc(OC)c(OC)c3)n2O)cc1	0	25	0	i	4	-11	10	1	-1	60
CCOc1ccc2c(c1)nc(NCCCO)n2Cc1ccccc1	-8	-20	1	i	2	-4	13	-1	0	11
COc1cc2c(cc1OC)C(C(=O)O)C(c1cc(Br)c(O)c(OC)c1)N(C)C2=O (stereo unspecified)	-1	-12	-5	i	-2	-25	6	2	-3	6
Cc1cc(Cl)ccc1OCCn1cncn1	-9	9	5	i	5	-6	-16	-2	-4	19
Cc1cc(C)n2c(SC/C(O)=C(\C#N)c3nc4ccccc4[nH]3)nnc2n1	1	10	4	i	-5	-3	7	-3	17	10
OC(COCc1ccccc1F)CN1CCCCC1 (stereo unspecified)	-24	-39	.	i	.	.	-5	6	2	14
CN(C)C(=O)c1ccc(NC(=O)CC2SC(N3CCCC3)=NC2=O)cc1 (stereo unspecified)	-7	-5	.	i	.	.	4	1	-2	23
Cc1ccc(C)c(NC(=O)Cn2nc(C(F)(F)F)cc2C2CC2)c1	0	6	1	i	1	-49	25	-2	0	0
O=C1OCC2=C1C(c1ccc(F)cc1)CC(=O)N2c1ccccc1 (stereo unspecified)	4	8	-1	i	3	-22	-3	-1	1	31
CCOC(=O)N1CCN(S(=O)(=O)N2CCCC(C(=O)NCc3ccc(F)cc3)C2)CC1 (stereo unspecified)	-1	-5	-6	i	-2	-18	10	-2	-1	27
NS(=O)(=O)c1cccc(NC(=O)CCC(=O)c2cccs2)c1	-6	5	-2	i	0	-40	9	4	-1	-2
O=C(NCCc1ccc(Cl)cc1)C1CCN(S(=O)(=O)N2CCCC2)CC1	-5	-7	-4	i	-4	-18	14	0	2	9
O=C(Nc1ccon1)c1cccc(S(=O)(=O)N2CCCCCC2)c1	4	5	1	i	4	-18	-30	1	-1	8
C=CCC1=C/C(=C\c2c(N)n3nc(CC(=O)N4CCOCC4)sc3nc2=O)C=C(OC)C1=O	-2	-20	-2	i	0	-19	-12	1	3	30
COc1ccc(Nc2nc3c(C)cccn3c(=O)c2C=O)cc1	-2	-14	4	i	0	-17	0	-1	.	20
CC(C)(C)NC(=O)C(c1cccs1)N(Cc1cccs1)C(=O)c1ccc(CN2CCOCC2)o1 (stereo unspecified)	-1	18	-4	i	-4	-21	-10	2	-2	17
CCOc1ccc(C(C)=O)cc1COC(=O)c1cc([N+](=O)[O-])ccc1N1CCOCC1	2	4	.	i	.	.	24	1	-1	17
CCOC(=O)/C(N=Nc1cc(C(=O)O)cc(C(=O)O)c1)=C(\O)CCl	-2	4	2	i	-5	-17	-2	2	-1	23
CCn1c(SCC(=O)NC2CCCCC2)nc2ccccc2c1=O	-4	-9	0	i	0	-24	16	1	0	6
CCOC(=O)N1CCN(C(=O)C(NC(=O)c2ccco2)C(C)C)CC1 (stereo unspecified)	-10	-26	7	i	5	-8	8	-1	.	-4
CCOC(=O)N1[C@@H]2C=C(C)[C@@H]2[C@@H]2[C@@H](C)C(=O)N21	-3	-4	-3	i	-7	-61	7	4	1	11
CCCOc1ccc(N)cc1N	2	13	-3	i	-15	-28	12	-3	-1	28
O=C(NNC(=S)Nc1ccccc1)C1CCCCC1	3	2	2	i	3	-42	-11	3	-3	26
O=C(COC(=O)c1cccc(Cl)c1Cl)NC1CCCC1	9	21	-6	i	-2	-26	6	-2	0	-1
O=C(Nc1cccc2ccccc12)N1CCCN(c2c(Cl)cncc2Cl)CC1	0	14	-3	i	-3	-6	28	-3	-3	8
O=C(Nc1ccc(F)cc1)c1cc(S(=O)(=O)N2CCCCC2)cs1	9	42	0	i	12	2	11	5	0	11

(next part)
SMILES	HSF1 inhib	HSF-1 act	HSP90 refold inh	PolyA inhibitor	IEC-6 tox	KLF5 inh	aSyn 5UTR inh	GSK3beta inhib	GSK3 alpha inh	AI-2 QS modul
CC(C)C(=O)N/N=C/c1ccc(OCc2ccccc2)cc1	1	10	0	i	4	-49	-25	0	-6	-22
CC(=O)C1=C(O)CC(C)(C)CC1=NCc1nc2ccccc2[nH]1	-5	2	1	i	-4	-2	36	-1	3	13
Cc1ccc(CNC(=S)N(C)C)cc1	-2	-4	-6	i	-3	-20	-7	4	-2	19
CCCC(O)(c1ccc(Cl)cc1)C(CN1CCOCC1)c1ccccc1 (stereo unspecified)	5	11	0	i	-4	-19	15	3	.	10
CCCCC[n+]1ccn(C2=C([O-])c3ccccc3C(=O)/C2=N\S(=O)(=O)c2ccc(Cl)cc2)c1	9	31	0	i	2	-11	?	1	2	19
O=C(CC12CC3CC(CC(C3)C1)C2)NC1CC1	-10	-4	.	i	.	.	-5	0	-3	20
CNC(=O)C(C)c1ncc(C(F)(F)F)cc1Cl (stereo unspecified)	3	2	2	i	-3	7	-8	5	-2	18
CCC(C)[C@H](NC(=O)Nc1cccc(OC)c1)C(=O)OC (stereo partly specified)	-2	5	3	i	-4	-16	-3	2	-1	19

A run of entries from the list above:
SMILES	HSF1 inhib	HSF-1 act	HSP90 refold inh	PolyA inhibitor	IEC-6 tox	KLF5 inh	aSyn 5UTR inh	GSK3beta inhib	GSK3 alpha inh	AI-2 QS modul
COc1ccc(N(C)C(=O)CC2(CC(=O)O)CCCCC2)cc1	-8	-3	1	i	0	-2	-18	1	-3	28
CCC(=O)N1CCc2cc(S(=O)(=O)N3CCN(c4ccccc4)CC3)ccc21	4	5	4	i	6	-17	-9	.	-2	16
CC1CN(c2ccc([N+](=O)[O-])cn2)CC(C)O1 (stereo unspecified)	-3	-3	2	i	0	-27	-8	8	-2	4
COc1cc(NC(=O)CSc2nc(C)c(C)c(C)n2)cc(OC)c1	7	9	-1	i	4	-30	18	0	-2	-16
Cc1ccc(NC(=O)C2CCC(CNc3c(N4CCC(C)CC4)c(=O)c3=O)CC2)cc1F (stereo unspecified)	3	10	-5	i	-3	-2	?	4	-1	14
COc1ccc(S(=O)(=O)NCc2ccco2)cc1C(=O)N1CCOCC1	-4	0	0	i	-2	-1	-28	0	2	7
CCOc1ccc(Cc2nc(-c3nonc3N)no2)cc1OCC	4	36	2	i	4	-17	14	-1	0	28
COc1cccc(CNC(=O)C2CCCN(S(C)(=O)=O)C2)c1 (stereo unspecified)	1	13	-2	i	0	-8	10	1	4	22
COCCn1nnnc1CN(CCCN1CCOCC1)Cc1cc2c(C)ccc(C)c2[nH]c1=O	-5	5	0	i	2	0	13	-8	.	?
O=C(CSc1nc(-c2ccccc2)nc2ccccc12)Nc1nccs1	.	.	22*	i	-6	21	30	1	-3	12
Cc1c(Cl)cccc1NC(=O)CNc1cccc(C(F)(F)F)c1	-19	-11	4	i	2	-31	6	2	0	19
